# mIAP activ = activators of mouse IAP, primary screen, biochemical, luminescence, uHTS; intestinal alkaline phosphatase [Mus musculus]; muIAP, CDP-Star luminescence, 30 min; stronger effect = higher value; 1 = vehicle-only enzyme signal, 0 = enzyme-free wells; activation factor at 10 µM; hit rate 0.24% among 330,000; AID 2805, 2010;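 active = activation factor of at least 2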; note: the source names both 10 and 20 µM as test concentration; values of inactives mirror those of a sister screen read the other way
#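 Assay system: mouse IAP enzyme; Reagent: CDP-Star chemiluminescent phosphatase substrate; Compound: DMSO-dissolved test compounds; Incubation: 30 min, room temperature; Technique: luminescence from enzymatic CDP-Star hydrolysis; Controls: DMSO-only wells and no-enzyme negative control.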
# tim10-1 inh = growth inhibitors of tim10-1 mutant yeast, primary screen, luminescence, uHTS; S. cerevisiae tim10-1 ts strain growth, BacTiter-Glo, 24 h; inhibition, % at 20 µM; hit rate 2.2% among 330,000; AID 463190, 2010;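 active = inhibition of at least 40%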;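 note: mutant grown at 25 °C; 0% = DMSO wells with yeast and 100% = wells holding no yeast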
# A3A deaminase = APOBEC3A ssDNA deaminase inhibitors, primary screen, selectivity assay for APOBEC3G inhibitor project, biochemical, FAM/TAMRA oligo cleavage fluorescence | AID 493011, 2011 | inhibition, % at 20 µM | DNA dC->dU-editing enzyme APOBEC-3A (Homo sapiens), P31941 | recombinant A3A, FAM/TAMRA ssDNA deamination fluorescence | hit rate 0.41% among 330,000;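 active = at least 40% inhibition at 20 µM here, with at most 30% in a related deaminase screen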;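 note: plate controls were A3A with DMSO for no effect and wells lacking A3A enzyme for full effect; some results filed as inactive read as strong as hits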
# NLRP3 yeast inh = NALP3 inflammasome inhibitors in reconstituted yeast, primary screen, luminescence, uHTS. Yeast reconstituted NLRP3/ASC/caspase-1, beta-gal luminescence, 24 h. hit rate 0.39% among 330,000. inhibition, % at 10 µM;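 active = inhibition of 50% or more; inactive = inhibition below 50%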;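 note: plate controls were induced DMSO wells for no effect and uninduced yeast grown without galactose for full effect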
# TIM10 inh = growth inhibitors of isogenic TIM10 control yeast, primary screen, counter-screen for tim10-1 yeast inhibitor project, luminescence, uHTS; S. cerevisiae TIM10 strain growth, BacTiter-Glo luminescence, 24 h; hit rate 1.4% among 330,000; inhibition, % at 10 µM;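 active = inhibition of 40% or more at the single tested concentration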;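 note: wild-type TIM10 isogenic control strain grown at permissive 25 °C; 0% = DMSO yeast wells and 100% = minimal medium wells without yeast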
# mIAP inh = inhibitors of mouse IAP, primary screen, biochemical, luminescence, uHTS; hit rate 0.2% among 330,000; intestinal alkaline phosphatase [Mus musculus]; inhibition, % at 10 µM; AID 2806, 2010; purified mouse IAP, CDP-Star luminescence, 30 min;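 active = inhibition of at least 40% at 10 µM in the primary screen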;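 note: plate controls were DMSO with enzyme for no effect and no enzyme wells for full effect; values of inactives mirror those of a sister screen read the other way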
# hIAP block = human IAP inhibitors, primary screen, biochemical, luminescence, uHTS; Intestinal-type alkaline phosphatase (Homo sapiens), P09923; purified IAP, CDP-Star luminescence, 30 min; inhibition, % at 10 µM; hit rate 0.12% among 330,000;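 active = inhibition reaching a set limit with compound at 10 µM in the primary screen, cut at about 35% in these data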;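 note: plate controls were DMSO wells with enzyme for no effect and no-enzyme buffer wells for full effect; values of inactives mirror those of a sister screen read the other way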
# Target sequence (P09923 whole entry, looked up): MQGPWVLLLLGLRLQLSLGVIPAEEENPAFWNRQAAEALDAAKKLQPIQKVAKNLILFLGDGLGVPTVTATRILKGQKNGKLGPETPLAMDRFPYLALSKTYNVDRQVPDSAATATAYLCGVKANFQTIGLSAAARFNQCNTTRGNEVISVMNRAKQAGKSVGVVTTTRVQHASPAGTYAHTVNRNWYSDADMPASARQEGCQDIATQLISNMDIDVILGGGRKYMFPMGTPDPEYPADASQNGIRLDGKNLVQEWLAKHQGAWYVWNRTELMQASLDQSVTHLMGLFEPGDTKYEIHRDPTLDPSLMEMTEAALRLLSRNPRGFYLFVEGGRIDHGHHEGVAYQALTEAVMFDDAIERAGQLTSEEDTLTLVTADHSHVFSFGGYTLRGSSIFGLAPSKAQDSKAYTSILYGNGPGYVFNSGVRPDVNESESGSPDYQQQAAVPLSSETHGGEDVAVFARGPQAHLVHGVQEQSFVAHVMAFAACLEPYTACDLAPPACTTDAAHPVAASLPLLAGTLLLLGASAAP
# A3G deaminase = APOBEC3G DNA deaminase inhibitors, primary screen, biochemical, fluorescence, single-stranded DNA substrate, uHTS. recombinant A3G, ssDNA deamination FAM/TAMRA fluorescence. AID 493012, 2011. inhibition, % at 20 µM. DNA dC->dU-editing enzyme APOBEC-3G (Homo sapiens), Q9HC16. hit rate 0.28% among 330,000;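 active = inhibition of at least 40% at 20 µM, with no more than 30% in the related APOBEC3A deaminase screen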;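 note: plate controls were DMSO wells with A3G for no effect and wells lacking A3G enzyme for full effect; some compounds called inactive have numbers as strong as hits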
# Target sequence (Q9HC16 whole entry, looked up): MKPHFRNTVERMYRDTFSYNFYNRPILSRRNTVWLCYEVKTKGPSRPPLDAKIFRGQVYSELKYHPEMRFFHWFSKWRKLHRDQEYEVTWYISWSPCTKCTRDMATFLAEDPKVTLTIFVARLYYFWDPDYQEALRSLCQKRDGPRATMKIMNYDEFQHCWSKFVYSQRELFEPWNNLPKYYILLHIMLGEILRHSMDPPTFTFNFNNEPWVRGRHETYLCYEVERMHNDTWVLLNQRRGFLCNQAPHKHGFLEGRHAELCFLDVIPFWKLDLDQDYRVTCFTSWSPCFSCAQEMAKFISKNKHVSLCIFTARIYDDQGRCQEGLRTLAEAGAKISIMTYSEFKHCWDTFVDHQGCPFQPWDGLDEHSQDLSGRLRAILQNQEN
# beta cell repl = inducers of MIN6 beta-cell proliferation, primary screen, ATP luminescence, uHTS | MIN6 cells proliferation, ATPlite luminescence, 48 h; cells starved in 0.2% serum; 100% = growth in 10% serum | AID 2380, 2010 | proliferation, % at 10 µM | hit rate 0.29% among 330,000;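 active = compounds whose signal lies at least 3.5 SD above the mean of all wells on their plate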;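 note: 0% = DMSO-treated cells in low-serum medium and 100% = 10% serum control; some compounds called inactive have numbers as strong as hits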
# Starred values were filed as active, the others as inactive.
no.	SMILES	mIAP activ	tim10-1 inh	A3A deaminase	NLRP3 yeast inh	TIM10 inh	mIAP inh	hIAP block	A3G deaminase	beta cell repl
1	O=C(COc1ccccc1)Nc1c(Cl)ccc2nsnc12	0.96	1	-2	20	-19	4	12	-10	0
2	Cc1ccc(/C=N/NC(=O)c2ccc3ccccc3c2)s1	0.9	-2	11	46	41*	10	-6	0	-1
3	CC(=O)c1c(C)n(-c2ccccc2Br)c2ccc(O)cc12	1	6	2	11	10	-2	-16	-3	-3
4	CCOC(=O)CN1NC2(CCCCCCC2)NC1=S	0.9	-6	6	11	-4	10	11	34	-1
5	CCN1C(=O)N(C)C(N(O)C(=O)NC)C1(C)C (stereo not given)	0.97	-12	-3	20	-12	3	-5	-6	0
6	NC(=S)N/N=C1\CC(n2nnnc2-c2ccccc2Cl)C2COC1O2 (stereo not given)	1	-9	3	0	-1	-3	-10	8	2
7	COc1ccc(NS(=O)(=O)c2cccc(C(=O)NNC(=O)CNC(=O)c3ccco3)c2)cc1	1	8	0	16	2	-3	9	14	-3
8	C#CCOCCOCCOCCNc1nc(N2CCN(C(=O)CCCCCCCCCCNC(=O)Cn3cc(C[C@@H](C)O)nn3)CC2)nc(N2CCN(C(=O)CCCCCCCCCCNC(=O)[C@H](CCCCN)n3cc(C[C@@H](C)CC)nn3)CC2)n1	2.7*	34	-2	30	7	-173	-9	-7	-8
9	COc1ccc(/C=N/NC(=O)c2sc(C)nc2C)cc1	0.99	30	0	26	0	1	-12	-4	-2
10	O=C(/C=C/c1cccc([N+](=O)[O-])c1)NCc1cccnc1	0.82	10	4	7	-11	18	-18	-1	-1
11	O=C(C1CCCN(S(=O)(=O)c2cccs2)C1)N1CCN(C2CCCCC2)CC1 (stereo not given)	1.1	6	-6	21	-5	-9	-11	-8	-1
12	Cc1cc(C(=O)O)ccc1N/C=C1\CCCC(C)C1=O (stereo not given)	1.1	2	-1	20	-1	-5	-18	-3	-1
13	COc1cccc(CN(C)C(=O)CN2C(=O)NC3(CCCc4ccccc43)C2=O)c1 (stereo not given)	1.1	-8	-5	9	-3	-10	4	-10	1
14	CCCCCc1c(O)nc(SCCN2CCOCC2)[nH]c1=O	0.86	-1	-4	9	7	14	7	-5	-1
15	COC(=O)[C@]1(C)CCC[C@@]2(C)C3CC[C@@]4(C)C[C@]3(CCC21)CC(=O)N4 (stereo not given in full)	1	10	-3	25	6	0	9	-12	-3
16	C/C(=N\NC(=O)c1cc(-c2cccnc2)nc2ccccc12)c1ccc(O)cc1O	0.74	-5	7	13	-11	26	-19	-4	-5
17	CC(=O)c1cccc(NC(=O)N2CCN(S(C)(=O)=O)CC2)c1	1.1	-4	10	-7	4	-9	-9	-5	-2
18	COC(=O)c1cnn(-c2ccccc2)c1-n1cccc1C=O	1.1	14	0	8	7	-11	11	-13	-3
19	CCOc1cc2[nH]c(=O)n(CCCCCC(=O)NCc3ccco3)c(=O)c2cc1OCC	0.94	5	0	9	-5	6	0	-9	3
20	O=C(CSc1cccc(C(F)(F)F)c1)NC(=O)c1ccccc1	0.97	15	-2	14	15	3	0	0	0
21	COc1ccccc1C(=O)C1CCCN(Cc2cccc3nccnc23)C1 (stereo not given)	0.97	9	-7	8	-3	3	-30	-5	-1
22	C=C(C)c1cccc(C(C)(C)NC(=O)NCCCn2ccnc2)c1	1.3	9	-5	8	12	-33	-5	-6	0
23	CSc1ccc(CNCC2CCCO2)cc1 (stereo not given)	0.99	-4	-7	8	-2	1	2	-5	-1
24	CC1CCCN(c2c([N+](=O)[O-])cc(C(=O)O)cc2[N+](=O)[O-])C1 (stereo not given)	0.84	9	3	26	6	16	16	-4	2
25	c1ccc(-c2cc3ccccc3nc2N2CCCC2)cc1	1	-9	-2	-21	3	-4	-3	-4	-1
26	CC(C)Oc1ccc(C(=O)OCC(=O)N2CCCc3ccccc32)cc1	0.94	31	6	16	7	6	-4	2	-2
27	COCCN1C(=O)N[C@@H](CCc2ccccc2)[C@@H](C(=O)OC)[C@H]1C	1	6	-7	7	10	-2	6	-8	7
28	O=C(Nc1ccc(C(=O)NC2CCCCC2)cc1)c1cncc(Br)c1	0.96	-12	-3	1	15	4	15	-6	-3
29	O=C(CSc1nnc(-c2cccc(Br)c2)o1)N1CCOCC1	0.99	10	1	14	-2	1	-5	0	4
30	O=C(COc1ccc2c(c1)CCC2)NCc1ccccc1	1.1	22	-7	15	10	-5	-11	-6	0

# A section taken from the entries so far, for reference:
no.	SMILES	mIAP activ	tim10-1 inh	A3A deaminase	NLRP3 yeast inh	TIM10 inh	mIAP inh	hIAP block	A3G deaminase	beta cell repl
24	CC1CCCN(c2c([N+](=O)[O-])cc(C(=O)O)cc2[N+](=O)[O-])C1 (stereo not given)	0.84	9	3	26	6	16	16	-4	2
25	c1ccc(-c2cc3ccccc3nc2N2CCCC2)cc1	1	-9	-2	-21	3	-4	-3	-4	-1
26	CC(C)Oc1ccc(C(=O)OCC(=O)N2CCCc3ccccc32)cc1	0.94	31	6	16	7	6	-4	2	-2
27	COCCN1C(=O)N[C@@H](CCc2ccccc2)[C@@H](C(=O)OC)[C@H]1C	1	6	-7	7	10	-2	6	-8	7
28	O=C(Nc1ccc(C(=O)NC2CCCCC2)cc1)c1cncc(Br)c1	0.96	-12	-3	1	15	4	15	-6	-3
29	O=C(CSc1nnc(-c2cccc(Br)c2)o1)N1CCOCC1	0.99	10	1	14	-2	1	-5	0	4
30	O=C(COc1ccc2c(c1)CCC2)NCc1ccccc1	1.1	22	-7	15	10	-5	-11	-6	0

# Some values from the list:
# Result of compound 1 in mIAP activ: 0.96
# Result of compound 15 in A3A deaminase: -3

# Quoted at random: 2 entries already listed
no.	SMILES	mIAP activ	tim10-1 inh	A3A deaminase	NLRP3 yeast inh	TIM10 inh	mIAP inh	hIAP block	A3G deaminase	beta cell repl
23	CSc1ccc(CNCC2CCCO2)cc1 (stereo not given)	0.99	-4	-7	8	-2	1	2	-5	-1
26	CC(C)Oc1ccc(C(=O)OCC(=O)N2CCCc3ccccc32)cc1	0.94	31	6	16	7	6	-4	2	-2

# (further entries)
no.	SMILES	mIAP activ	tim10-1 inh	A3A deaminase	NLRP3 yeast inh	TIM10 inh	mIAP inh	hIAP block	A3G deaminase	beta cell repl
31	CCCc1cc(=O)n2[nH]c(-c3ccccc3)cc2n1	0.91	7	-4	6	2	9	5	-4	0
32	COc1cc(CCCN2C(=O)C(=O)NC[C@@H]2Cc2ccc(O)cc2)cc(OC)c1OC	0.85	-24	-2	18	4	15	-9	24	2
33	O=C(OCc1ccc(Br)cc1)c1cccnc1	1.1	-3	-5	7	-3	-6	-16	-6	-3
34	CC(=O)Nc1cc(OC(=O)c2ccco2)cc(OC(=O)c2ccco2)c1	1.1	2	5	24	-3	-9	-27	-1	-3
35	CC(C)C(NC(=O)c1c(F)cccc1F)C(=O)NNC(=O)c1ccccc1 (stereo not given)	0.95	-6	10	5	10	5	14	-4	-1
36	CCOc1ccc(OCCNC2CCCC2)cc1	1	4	1	7	-1	-1	-4	-1	1
37	Cc1ccccc1C(=O)N1CCC(C(=O)N2CCN(Cc3ccc4c(c3)OCO4)CC2)CC1	1	-13	-1	27	6	-2	-1	-4	-2
38	Cc1nonc1C1CCCN1C(=O)c1cc(COc2ccc(F)cc2Cl)on1 (stereo not given)	0.99	35	1	18	30	1	18	1	-1
39	CCc1nnc(NC(=O)c2oc3ccccc3c2COC(C)C)s1	0.92	12	6	30	18	8	-2	17	0
40	COCCNC(=O)CS(=O)Cc1nc(-c2ccc(OC)cc2)oc1C (stereo not given)	0.96	8	-2	4	1	4	6	-5	-4
41	O=C(COc1ccc(Cl)cc1)NC1CCSC1=O (stereo not given)	0.88	4	13	3	2	12	-4	-6	1
42	CC(C)C[C@@]12C(=O)N(c3cccc(Cl)c3)C(=O)N1[C@H](c1ccc(Br)cc1)[C@@H]1C(=O)N(C(C)(C)C)C(=O)[C@@H]12	0.96	22	-1	9	14	4	5	-4	-6
43	COc1ccc(NC(=O)CN2CCN(CC#N)CC2)cc1	1	-3	-7	19	0	-3	2	-6	0
44	O=C(O)[C@@H](O)c1ccccc1	1	-20	0	8	9	0	4	-4	-3
45	COCc1ccc(C(=O)N2CCC(CCC(=O)Nc3cccc(C)c3)CC2)s1	1	-2	-3	16	2	-2	-2	-5	-1
46	CCCn1nnnc1SCC(=O)NNC(=O)c1ccco1	0.93	5	0	-1	4	7	0	10	-1
47	CCc1ccc(OC(C)C(=O)Nc2ccc(S(=O)(=O)Nc3nccs3)cc2)cc1 (stereo not given)	0.97	9	-1	20	2	3	13	-4	0
48	Cc1ccc(SCC(=O)Nc2ccc(S(N)(=O)=O)cc2)cc1	1.1	-2	-5	3	7	-6	7	-11	-2
49	Cc1ccc2c(c1)c1c(n2CC(O)CN2C(=O)CNC2=O)C(=O)CCC1 (stereo not given)	0.84	6	-7	-10	5	16	0	-9	2
50	CN1CCN(c2ccccc2NC(=O)c2ccc(-c3ccccc3[N+](=O)[O-])o2)CC1	0.98	22	2	24	20	2	6	-6	-6
51	O=C1CC(C(=O)Nc2ccccc2)N=C(N2CCOCC2)N1 (stereo not given)	1.1	1	0	-4	12	-6	11	0	-1
52	Cc1cc(C)nc(NC=C2C(=O)OC(C)(C)OC2=O)n1	0.92	-3	-2	7	-3	8	7	-4	-1
53	CC(C)C[C@H](N)c1nnc(S(=O)(=O)Cc2ccc(F)cc2)o1	1	29	-3	-6	30	-3	-5	-19	3
54	Cc1cc(C)c2nc(NCCCNC(=S)NCCCN(C)C)c(C#N)cc2c1	1.3	21	-2	11	21	-32	-23	-6	-7
55	Cc1cc(N2CCN(Cc3ccc4c(c3)OCO4)CC2)n2ncnc2n1	1.1	0	-11	9	-16	-12	-25	-5	-4
56	COc1ccc(-c2ccc(C(c3c(C)[nH][nH]c3=O)c3c(C)[nH][nH]c3=O)o2)c([N+](=O)[O-])c1	0.92	12	0	7	10	8	-11	-6	-4
57	COc1cccc(NC(=O)COC(=O)c2ccccc2C(=O)N2CCN(c3ccccc3)CC2)c1	1.1	14	1	3	14	-7	-8	-8	-4
58	CCOCCCNC(=O)c1c[nH]c2cc(C)ccc2c1=O	0.99	6	-5	7	-1	1	-7	-5	0
